# EBV LMP1 NFkB – EBV LMP1-driven NF-kappaB luciferase reporter inhibitors, primary screen, cell-based, luminescence, single point. inhibition, % at 12.5 µM. 350,000 compounds, 0.69% hits. LMP1-induced NF-kappaB luciferase reporter cells. AID 504558, 2011; in the data active means inhibition above about 41%;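 further: 0% = neutral control wells and 100% = reference inhibitor control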
# TWEAK-Fn14 inh – inhibitors of TWEAK-Fn14 signaling, primary screen, luciferase reporter cells, uHTS; TWEAK-stimulated Fn14 reporter cells, luciferase luminescence, 8 h; inhibition, % at 10 µM; 360,000 compounds, 2% hits; AID 1159606, 2016; in the data active means inhibition above about 50%
# KKLEB tox – cytotoxicity in KKLEB CF airway cells, primary screen, cytotoxicity control for CF NF-kB inhibitor project, cell-based, uHTS, fluorescence assay plates | KKLEB CF airway cells viability, ATPlite luminescence, overnight; hits give low values; cells stimulated with P. aeruginosa culture filtrate | activity change (cytotoxicity), % at 5 µM | 360,000 compounds, 0.36% hits;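 active means corrected activity change at or below -50% at 5 µM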
# NCOA2 inhibitor – inhibition of GAL4-SRC2 driven luciferase reporter, primary screen, SRC2 inhibitor project, cell-based, luminescence. Nuclear receptor coactivator 2 (Homo sapiens), Q15596. HEK293 GAL4-SRC2 luciferase reporter. inhibition, % at 9 µM. 370,000 compounds, 0.17% hits. AID 651957, 2012;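 active means inhibition above the mean inhibition of all tested compounds plus 3 SD, set per campaign, cut at about 52% in these data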;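 further: 0% = DMSO treated cells and 100% = cells given Gossypol at 36 µM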
# Target sequence (Q15596 whole entry, looked up, the tested form may be a part): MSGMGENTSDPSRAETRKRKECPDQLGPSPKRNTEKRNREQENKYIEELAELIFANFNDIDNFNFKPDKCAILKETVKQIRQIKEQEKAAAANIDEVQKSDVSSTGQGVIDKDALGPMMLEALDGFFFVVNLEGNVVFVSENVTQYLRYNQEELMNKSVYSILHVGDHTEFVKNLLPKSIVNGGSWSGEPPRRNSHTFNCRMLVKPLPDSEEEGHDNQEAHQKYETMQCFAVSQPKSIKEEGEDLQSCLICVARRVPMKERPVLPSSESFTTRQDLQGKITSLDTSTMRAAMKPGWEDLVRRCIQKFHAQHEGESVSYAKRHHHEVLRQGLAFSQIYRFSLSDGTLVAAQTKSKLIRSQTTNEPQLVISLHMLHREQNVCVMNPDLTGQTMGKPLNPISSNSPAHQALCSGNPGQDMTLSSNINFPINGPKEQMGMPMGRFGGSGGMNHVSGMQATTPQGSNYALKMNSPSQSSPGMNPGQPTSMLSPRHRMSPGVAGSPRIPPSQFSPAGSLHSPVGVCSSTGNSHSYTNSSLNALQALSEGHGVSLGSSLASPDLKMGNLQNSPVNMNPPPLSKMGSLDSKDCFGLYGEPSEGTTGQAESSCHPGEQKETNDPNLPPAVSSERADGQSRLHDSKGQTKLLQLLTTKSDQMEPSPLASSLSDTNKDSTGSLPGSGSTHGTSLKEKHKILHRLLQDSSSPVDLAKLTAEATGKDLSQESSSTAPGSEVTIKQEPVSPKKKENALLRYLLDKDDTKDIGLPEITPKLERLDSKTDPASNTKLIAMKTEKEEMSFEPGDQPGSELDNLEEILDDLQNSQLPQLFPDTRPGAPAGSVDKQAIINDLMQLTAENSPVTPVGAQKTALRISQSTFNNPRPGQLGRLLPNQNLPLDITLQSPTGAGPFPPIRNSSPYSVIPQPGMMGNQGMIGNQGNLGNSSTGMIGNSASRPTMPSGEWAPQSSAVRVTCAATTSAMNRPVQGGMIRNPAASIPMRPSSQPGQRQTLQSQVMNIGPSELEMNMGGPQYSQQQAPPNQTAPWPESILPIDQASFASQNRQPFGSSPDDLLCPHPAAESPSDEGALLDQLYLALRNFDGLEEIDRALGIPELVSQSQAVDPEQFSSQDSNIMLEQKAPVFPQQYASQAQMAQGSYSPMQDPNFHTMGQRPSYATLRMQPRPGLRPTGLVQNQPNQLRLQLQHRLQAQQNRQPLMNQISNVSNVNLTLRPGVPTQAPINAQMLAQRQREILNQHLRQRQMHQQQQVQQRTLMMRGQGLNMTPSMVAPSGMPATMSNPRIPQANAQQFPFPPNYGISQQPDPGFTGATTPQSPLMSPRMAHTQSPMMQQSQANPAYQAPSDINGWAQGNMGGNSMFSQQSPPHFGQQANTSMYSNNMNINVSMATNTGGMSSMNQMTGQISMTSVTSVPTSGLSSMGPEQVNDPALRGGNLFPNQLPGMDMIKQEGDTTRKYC
# CF NFkB block – inhibitors of PAF-induced NF-kB signaling, primary screen, cell-based, GFP fluorescence, uHTS. AID 588850, 2011. 360,000 compounds, 0.86% hits. inhibition, % at 5 µM. KKLEB NF-kB-GFP reporter, GFP fluorescence overnight;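 active means at least 50% inhibition at 5 µM, scaled per plate between neutral and stimulator controls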;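 further: PAF is a Pseudomonas aeruginosa culture filtrate used as stimulus; plate controls were PAF-stimulated DMSO wells for no effect and unstimulated DMSO wells for full effect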
# COUP-TFII inh – NR2F2 transcriptional activity inhibitors, primary screen, cell-based, luciferase reporter, HEK293T, luminescence | COUP transcription factor 2 (Homo sapiens), P24468 | HEK293T NGFI-A luciferase reporter | inhibition, % at 8.6 µM | 370,000 compounds, 0.7% hits | AID 686940, 2013;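 active means inhibition above a per-plate cutoff, mean inhibition of test wells between control levels plus 3 SD, cut at about 38% in these data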;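 further: cells cotransfected with COUP-TFII expression vector driving the NGFI-A reporter; 0% = median of COUP-TF2 test wells and 100% = reporter-only cells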
# TROY NFkB inh – inhibitors of TROY-driven NF-kB signaling, primary screen, Q293 LMP1-TROYcd cells, NF-kB luciferase, uHTS; Q293 LMP1-TROYcd NF-kB luciferase reporter, 4 h; inhibition, % at 10 µM; 360,000 compounds, 0.98% hits; AID 1347056, 2019;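 active means compounds whose plate-normalised and pattern-corrected inhibition of the luciferase reporter signal at the single screening dose is 50% or more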
# LRH-1 inv ag – LRH-1 (NR5A2) inverse agonists, primary screen, cell-based, luminescence, HEK293T, StAR-luciferase reporter; Nuclear receptor subfamily 5 group A member 2 (Homo sapiens), O00482; LRH-1 transfected, 24 h; inhibition, % at 3.6 µM; 360,000 compounds, 0.13% hits;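 active means inhibition above the mean inhibition of all tested compounds plus 3 SD, cut at about 73% in these data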;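 further: 0% = DMSO wells and 100% = reporter-only cells lacking LRH-1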
# C8 TRAIL sens – viability loss with TRAIL in NB7+C8 cells, primary screen, TRAIL sensitizer project, cell-based, ATPlite luminescence. inhibition (viability loss, TRAIL sensitization), % at 10 µM. 360,000 compounds, 1% hits;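 active means compounds causing at least 50% loss of cell viability in the single-dose screen, relative to plate controls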
# NCOA3 inh – SRC3 coactivator transcriptional activity inhibitors, primary screen, cell-based, luminescence | inhibition, % at 3.6 µM | 360,000 compounds, 0.17% hits | AID 588352, 2011 | Nuclear receptor coactivator 3 (Homo sapiens), Q9Y6Q9 | HEK293 GAL4-SRC3 luciferase reporter;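 active means inhibition above a per-campaign cutoff, the mean of all compounds plus 3 SD, cut at about 60% in these data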;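 further: 0% = DMSO-treated cells and 100% = gossypol-treated cells at 36 µM; higher means less SRC3-driven luciferase light from the GAL4 reporter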
# SRC1 inh – SRC1 coactivator transcriptional activity inhibitors, primary screen, cell-based, luminescence; HEK293 GAL4-SRC1 luciferase reporter; inhibition, % at 3.6 µM; 360,000 compounds, 0.12% hits; AID 588354, 2011;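 active means inhibition above the campaign mean plus 3 SD, with each screening campaign given its own cutoff, cut at about 60% in these data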;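 further: 0% = DMSO treated cells and 100% = gossypol at 36 µM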
# An asterisk follows results filed as active; nt = no result given.
# The line under a structure holds: EBV LMP1 NFkB, TWEAK-Fn14 inh, KKLEB tox, NCOA2 inhibitor, CF NFkB block, COUP-TFII inh, TROY NFkB inh, LRH-1 inv ag, C8 TRAIL sens, NCOA3 inh, SRC1 inh
> O=C(O)C1CCCN1c1ncccn1 (centres undefined)
 : 3.7, 9.8, 11.7, 6.2, -0.1, -14.1, -24.4, -3.2, -31.5, 11.1, 10.8
> O=S(=O)(c1ccccc1)N(Cc1ccccc1)c1ccccn1
 : -21.8, -8.2, -1.4, -5.8, -8.4, -15.0, -9.4, 3.0, 0.6, 3.6, -16.0
> CCCCNC(=O)C1(C)CCN1C(=O)c1cccnc1Oc1ccccc1 (centres undefined)
 : nt, 1.1, -1.8, -6.6, 17.0, 8.6, 4.0, -10.3, 4.9, 1.6, 7.7
> O=C1CCC(C(=O)N2CCCO2)CN1Cc1cccc(C(F)(F)F)c1 (centres undefined)
 : -18.2, -1.4, 6.3, -5.9, 1.5, 0.2, -46.5, -0.5, -13.7, -19.6, -40.8
> O=C(Nc1nnc(S(=O)(=O)N2CCCC2)s1)c1cccc([N+](=O)[O-])c1
 : -8.5, -15.8, 12.8, nt, -7.9, nt, -2.9, -31.4, 16.6, -17.5, -13.8
> Cc1onc(-c2ccc(Cl)cc2Cl)c1-c1csc(COc2ccccc2)n1
 : 6.3, -22.7, -6.0, 4.6, 11.1, 14.1, 10.6, 37.6, -7.0, 6.1, 3.8
> Cc1nn(CC(=O)N2CCOCC2)c(C)c1[N+](=O)[O-]
 : -2.6, 11.5, -1.3, 1.4, 13.2, -1.2, 14.3, -15.3, 5.1, 25.4, -42.0
> O=C(c1cnn2c(C(F)(F)F)cc(-c3cccs3)nc12)N1CCCC1
 : -0.2, 6.0, 0.8, -10.2, -24.5, -2.6, 3.3, 10.3, -4.3, 15.1, 0.6
> CCS(=O)(=O)C(=C1Nc2ccccc2N1)S(=O)(=O)CC
 : 3.5, -11.6, -11.2, -1.0, -8.8, 9.7, -1.1, 0.6, -1.1, 16.5, -3.1
> Cc1oc2cc3oc(=O)c(CC(=O)NCC(=O)N[C@@H](C(=O)O)c4ccccc4)c(C)c3cc2c1C
 : 4.1, 9.2, -3.6, 13.5, 14.2, 9.8, 5.9, 5.8, 7.1, 16.6, -5.0
> CCn1cc(SCC(=O)Nc2cc(C)on2)c2ccccc21
 : 5.8, 15.2, 0.3, 6.3, 17.7, -8.8, 4.0, 0.1, 11.1, -10.6, -7.3
> COc1cc(-c2cc(=O)c3c(O)c(OC)c(OC)c(OC)c3o2)cc(OC)c1OC
 : 20.0, -17.0, -5.1, -14.8, 11.4, -10.3, -3.2, -10.6, 10.4, 4.9, 9.2
> COC(=O)CCCC[C@@H]1O[C@H](CCc2ccccc2)Cc2[nH]c(=S)[nH]c(=O)c21
 : nt, -13.2, nt, 0.9, nt, -5.8, -2.0, 4.3, -8.2, nt, nt
> Cn1c(=O)c2c(nc(SCC(=O)c3ccc(F)cc3)n2C)n(C)c1=O
 : -5.6, 18.6, 2.5, -20.8, -17.2, 6.3, 13.0, 18.0, 1.9, 3.2, -39.9
> Cc1cc(NC(=S)NC(=O)c2ccco2)c2ccccc2n1
 : 8.2, 3.1, 7.0, 4.6, -32.2, 1.9, -22.2, 8.9, -9.2, 7.8, 7.1
> CC(C)c1ccc(N=Cc2c(O)c3ccccc3oc2=O)cc1
 : -27.2, 82.5*, -0.7, -19.8, 35.7, -27.4, 69.0*, 22.0, 3.1, -9.1, 3.8
> CC(=O)Nc1ccc(S(=O)(=O)NC(C)(C#N)C2CC2)cc1 (centres undefined)
 : 2.3, 5.1, 10.5, -10.4, -7.7, -18.1, -0.2, -3.8, -5.3, 4.7, -42.3
> CCCCCCCCCC(=O)N[C@@H]1c2cc(OC)c(OC)cc2C[C@H]1OCc1ccccc1
 : 18.7, -37.3, -7.4, 1.3, -2.8, 10.2, -0.6, 11.7, 22.4, 19.6, -27.3
> O=C(COC(=O)c1ccc(Br)cc1)NC1CCCC1
 : 4.1, -5.2, 0.8, -17.7, 2.1, -12.6, -15.8, -10.7, -2.9, -6.1, -24.4
> Cc1cc(S(=O)(=O)NCCCN2CCOCC2)c(C)cc1Cl
 : 0.5, -4.7, -14.0, 8.3, 14.9, 2.6, 7.6, 6.5, 1.4, -9.8, 6.3

# Quoted at random: six entries already listed, in no set order.
# The line under a structure holds: EBV LMP1 NFkB, TWEAK-Fn14 inh, KKLEB tox, NCOA2 inhibitor, CF NFkB block, COUP-TFII inh, TROY NFkB inh, LRH-1 inv ag, C8 TRAIL sens, NCOA3 inh, SRC1 inh
> Cc1nn(CC(=O)N2CCOCC2)c(C)c1[N+](=O)[O-]
 : -2.6, 11.5, -1.3, 1.4, 13.2, -1.2, 14.3, -15.3, 5.1, 25.4, -42.0
> O=C1CCC(C(=O)N2CCCO2)CN1Cc1cccc(C(F)(F)F)c1 (centres undefined)
 : -18.2, -1.4, 6.3, -5.9, 1.5, 0.2, -46.5, -0.5, -13.7, -19.6, -40.8
> CC(=O)Nc1ccc(S(=O)(=O)NC(C)(C#N)C2CC2)cc1 (centres undefined)
 : 2.3, 5.1, 10.5, -10.4, -7.7, -18.1, -0.2, -3.8, -5.3, 4.7, -42.3
> O=S(=O)(c1ccccc1)N(Cc1ccccc1)c1ccccn1
 : -21.8, -8.2, -1.4, -5.8, -8.4, -15.0, -9.4, 3.0, 0.6, 3.6, -16.0
> CCn1cc(SCC(=O)Nc2cc(C)on2)c2ccccc21
 : 5.8, 15.2, 0.3, 6.3, 17.7, -8.8, 4.0, 0.1, 11.1, -10.6, -7.3
> O=C(Nc1nnc(S(=O)(=O)N2CCCC2)s1)c1cccc([N+](=O)[O-])c1
 : -8.5, -15.8, 12.8, nt, -7.9, nt, -2.9, -31.4, 16.6, -17.5, -13.8

# Next section
# The line under a structure holds: EBV LMP1 NFkB, TWEAK-Fn14 inh, KKLEB tox, NCOA2 inhibitor, CF NFkB block, COUP-TFII inh, TROY NFkB inh, LRH-1 inv ag, C8 TRAIL sens, NCOA3 inh, SRC1 inh
> CCCCN(C(=O)c1cccc(S(=O)(=O)N2CCN(C)CC2)c1)c1c(N)n(CCCC)c(=O)[nH]c1=O
 : -0.3, 1.4, 11.9, -4.3, -13.1, -0.3, -1.8, 9.8, 4.3, -20.7, -3.8
> COc1ccc(S(=O)(=O)N2CCOCC2)cc1NC(=O)CCc1c[nH]c2ccccc12
 : 2.6, -16.2, 2.5, -9.9, 7.0, 8.7, -3.8, -5.0, -4.8, 4.4, -7.3
> Cc1ccc(OCC(=O)Nc2nnn(C)n2)c(C)c1
 : -1.4, 3.0, -1.3, -37.4, -7.0, -33.5, -25.7, -51.4, 7.2, -38.1, -81.4
> CCOC(=O)C1C(c2ccccc2)C(C(=O)OCC)S(=O)(=O)C(CCN(CC)CC)S1(=O)=O (centres undefined)
 : -3.0, -7.8, -1.4, 10.3, 3.4, 10.4, 2.8, 0.6, -5.3, 5.4, -4.5

# Assay outcomes deposited in PubChem by several laboratories.
